Assay outcomes as filed in PubChem.
FXIa inh 1536 – human FXIa protease inhibitors, primary screen, biochemical, 1536-well; inhibition, % at 5 µM; Coagulation factor XI (Homo sapiens), P03951; purified FXIa, Boc-Glu-Ala-Arg-AMC fluorogenic substrate; actives 0.14% (n = 220,000);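 active means inhibition of at least 40%; inactive means inhibition below 40%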;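 further: fluorescence of freed AMC excited at 355 nm; 0% = enzyme without compound and 100% = no enzyme blank; many of its hits are not listed in these tables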
eIF4E 4G PPI – eIF4E–eIF4G protein interaction inhibitors, primary screen, biochemical, uHTS, TR-FRET, eIF4GI fragment | Eukaryotic translation initiation factor 4E (Mus musculus) + Eukaryotic translation … | TR-FRET eIF4E-eIF4GI(517-606) binding, 2 h | inhibition, % at 21.7 µM | actives 0.37% (n = 220,000);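 active means inhibition above about 30%, limit read from the data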;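 further: 0% = full FRET control wells and 100% = background wells lacking eIF4GI fragment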
Rad51 HR inh – human RAD51 strand exchange inhibitors, primary screen, biochemical, fluorescence; DNA repair protein RAD51 homolog 1 (Homo sapiens), Q06609; hRad51 DNA strand exchange, fluorescence dequenching; inhibition, % at 10 µM; actives 0.085% (n = 200,000); AID 1385, 2008;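 active means inhibition above 40% at the single screening dose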;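 further: 0% = DMSO control wells and 100% = blanks with heterologous ssDNA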
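Test system: preformed human Rad51 ssDNA filaments. Compound dosing: single dose, 10 µM final compound. Incubation: filaments 15 min 37 °C, then compound 30 min. Technique: FRET fluorescence dequenching, excitation 485 nm, emission 520 nm. Read-out basis: percent inhibition from fluorescence, normalised to plate control and blank means. Benchmarks: plate controls and plate blanks.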
MDM2 E3 inh – MDM2-luciferase reporter signal enhancers, primary screen, MDM2 E3 ligase inhibitor project, cell-based, luminescence, 1536-well. signal enhancement, % at 5 µM. E3 ubiquitin-protein ligase Mdm2 (Homo sapiens), Q00987. actives 0.11% (n = 210,000). cell-based MDM2 ubiquitination luciferase reporter, 2 h; 0 = plate control, 100 = twice control, blank-subtracted;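 active means signal enhancement of 30% or more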;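 further: luminescence tracks abundance of the self-degrading MDM2-luciferase fusion protein; higher signal means inhibition of MDM2 E3 ligase activity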
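Assay system: stable mammalian line carrying autodegrading MDM2–luciferase fusion reporter; Input: 2000 cells in each well; Compound dosing: single-point 5 µM; Schedule: 2 h compound exposure at 37 °C; Signal: SteadyLite luciferase luminescence after 15 min room-temperature reagent incubation; Evaluation: % luminescence enhancement versus blank-corrected plate control mean; Benchmarks: plate controls and plate blanks.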
14-3-3 Bad inh – inhibitors of 14-3-3 zeta/Bad binding, primary screen, biochemical, TR-FRET, bovine 14-3-3 zeta; TR-FRET 14-3-3zeta/Dy647-pBad peptide displacement, 1 h; inhibition, % at 21.7 µM; actives 0.71% (n = 220,000); AID 781, 2007;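 active means inhibition above about 70%, limit read from the data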;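 further: 0% = full 14-3-3 plus peptide FRET controls and 100% = background without 14-3-3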
p97 inhibitor – inhibitors of human p97 ATPase, primary screen, biochemical. Transitional endoplasmic reticulum ATPase (Homo sapiens), P55072. AID 1481, 2009. recombinant p97 ATPase, Kinase-Glo ATP luminescence, 3 h. inhibition, % at 8 µM. actives 0.42% (n = 220,000); in the data active means inhibition above about 15%;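 further: 0% = DMSO vehicle and 100% = wells lacking enzyme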
FXIIa inh – human FXIIa protease inhibitors, primary screen, biochemical, 1536-well. Coagulation factor XII (Homo sapiens), P00748. purified FXIIa, Boc-QGR-AMC fluorogenic substrate, 2 h. inhibition, % at 5 µM. actives 0.3% (n = 220,000); in the data active means inhibition above about 40%;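 further: 0% = enzyme with no compound and 100% = blank without enzyme; many of its hits are not listed in these tables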
Target sequence (P00748 20-372 limits assumed): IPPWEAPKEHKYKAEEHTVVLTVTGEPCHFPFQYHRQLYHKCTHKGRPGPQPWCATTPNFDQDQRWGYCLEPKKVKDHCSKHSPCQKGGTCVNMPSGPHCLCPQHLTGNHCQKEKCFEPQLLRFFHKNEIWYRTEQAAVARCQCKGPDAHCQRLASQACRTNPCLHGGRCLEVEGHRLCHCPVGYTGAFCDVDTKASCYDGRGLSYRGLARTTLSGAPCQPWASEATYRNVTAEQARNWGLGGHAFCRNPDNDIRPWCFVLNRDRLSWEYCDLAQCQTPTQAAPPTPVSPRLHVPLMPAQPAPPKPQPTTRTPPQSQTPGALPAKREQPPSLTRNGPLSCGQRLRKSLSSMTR
Target sequence (P00748 373-615 limits assumed): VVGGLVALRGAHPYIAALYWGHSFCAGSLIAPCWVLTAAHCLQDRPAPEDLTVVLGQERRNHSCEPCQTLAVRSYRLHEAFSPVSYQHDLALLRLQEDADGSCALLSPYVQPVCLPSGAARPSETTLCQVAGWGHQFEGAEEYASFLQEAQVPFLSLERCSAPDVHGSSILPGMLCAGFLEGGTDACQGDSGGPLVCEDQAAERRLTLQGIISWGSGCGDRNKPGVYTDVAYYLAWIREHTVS
Wee1 degr inh – Wee1 degradation inhibitors, primary screen, cell-based, HeLa, Wee1K328M-luciferase, luminescence. Wee1-like protein kinase (Homo sapiens), P30291. HeLa Luc-Wee1K328M stability; 100% = proteasome inhibitor MG132 effect. reporter increase, % at 5 µM. actives 1.2% (n = 220,000). AID 1321, 2008;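 active means activation above the mean of all tested compounds plus 3 SD, set per screening run, cut at about 8.8% in these data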;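 further: cells exposed to compound for 20 h before luminescence read; 0% = DMSO alone and 100% = MG132 at 30 µM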
hK5 inh – human KLK5 protease inhibitors, primary screen, biochemical, 1536-well; inhibition, % at 5 µM; actives 0.59% (n = 210,000); Kallikrein-5 (Homo sapiens), Q9Y337; recombinant hK5, fluorogenic AMC substrate cleavage;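 active means inhibition of 40% or more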;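 further: 0% = enzyme controls without compound and 100% = no-enzyme blanks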
Target sequence (Q9Y337 67-293 limits assumed): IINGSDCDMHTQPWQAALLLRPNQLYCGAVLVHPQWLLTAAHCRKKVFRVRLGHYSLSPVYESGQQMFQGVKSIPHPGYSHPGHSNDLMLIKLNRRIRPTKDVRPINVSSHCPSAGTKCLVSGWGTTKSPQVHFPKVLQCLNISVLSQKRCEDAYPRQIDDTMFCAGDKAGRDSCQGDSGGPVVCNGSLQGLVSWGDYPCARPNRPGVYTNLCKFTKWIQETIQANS
* hit, by the source's call; · = no result given; [ ] = remark or other dose. No enrichment for hits (roughly 3.5% active in at least one column).

SMILES	FXIa inh 1536	eIF4E 4G PPI	Rad51 HR inh	MDM2 E3 inh	14-3-3 Bad inh	p97 inhibitor	FXIIa inh	Wee1 degr inh	hK5 inh
COC(=O)C1CCN(C2CC(=O)N(c3cc(C)cc(C)c3)C2=O)CC1 (stereo not drawn)	-1	3	-16	-10	-1	3	2	-2	-5
O=C(Nc1ccc(Oc2ccccc2)cc1)C1CCCN(c2ncccn2)C1 (stereo not drawn)	0	-18[fluorescence artefact?]	·	-11	4[fluorescence artefact?]	3	15	-3	-13
CCNC(=O)n1nccc1C(C)Oc1cccc(C(F)(F)F)c1 (stereo not drawn)	1	-13	-3	-11	-6	-8	5	-1	4
Cc1nc2c(C(=O)N3CCCC3)cnn2c(C)c1Cc1c(F)cccc1Cl	13	-1	-1	-14	-4	0	15	0	-4
CNC(=S)/N=C(/Nc1ccccc1)c1ccccc1	-3	-5	-10	-10	-5	-7	4	-2	-9
Cc1nnc(C)c2c(C)n(N)c(C)c12	3	-5	·	-11	-6	8	6	3	4
Cc1csc(NC(=O)C(NC(=O)c2ccccc2F)C(C)C)n1 (stereo not drawn)	0	1	7	2	-8	1	-1	0	-2
CCn1c(SCC(=O)Nc2cc(C)on2)nnc1-c1ccc(OC)cc1	-2	4	-6	8	-3	4	6	1	2
Cc1cc(C)n(-c2ncc3c(n2)N(C)CCOC3=O)n1	3	0	·	-1	-2	5	9	-1	4
CC1=C(C(N)=O)C(c2ccc(Cl)cc2Cl)n2ncnc2N1 (stereo not drawn)	6	-1[fluorescence artefact?]	6	-10	8[fluorescence artefact?]	-3	7	-2	-15
Cc1ccsc1C(=O)OCC(=O)c1cc(C)n(CC2CCCO2)c1C (stereo not drawn)	12	-1	2	-96	-7	-15	18	-5	3
COc1cc(CNn2nnnc2N)cc(Br)c1OCc1c(Cl)cccc1Cl	-6	10	5	-8	-12	1	-9	-2	-25
Cc1ccc(Sc2ncnc3onc(C)c23)c(C)c1	3	0	-40	-8	-18	0	7	9.1*	-9
CCC(CC)C(=O)Nc1cccc(C(=O)Nc2ccc(OC)cc2[N+](=O)[O-])c1	2	-14	3	-2	0	1	21	-2	-2
Oc1cccc(/C=N/NC(=S)NCCN2CCOCC2)c1O	-2	-3	17	-11	-20	8	-4	0	-35
O=C(Nc1ccc(O)cc1)C1CCCN1S(=O)(=O)c1ccc(F)cc1 (stereo not drawn)	4	3	-4	-18	6[fluorescence artefact?]	6	14	-1	-6
O=C(NCc1n[nH]c(=S)n1-c1ccc(Br)cc1)c1cccs1	-3	-1	6	-1	-22	1	9	-2	-13
COC(=O)c1sc2cc([N+](=O)[O-])cc(SCC(C)C)c2c1N	27	1	-179	13	-9[fluorescence artefact?]	3	12	-2	7
CN(Cc1ccc2nsnc2c1)Cc1nc(Cc2cccc(F)c2)no1	-4	2	13	-9	-5	-2	0	2	·
CCOC(=O)/C=c1\s/c(=C\c2sccc2C)c(=O)n1CC(=O)NCc1ccc(C)cc1	-1	-1	·	·	-2	-1	4	2	·
Cc1cc(/C=C(\C#N)C(=O)O)c(C)n1-c1ccc(Br)cc1	4	-14	·	·	-4	0	9	0	4
CCCN(CCC)C(=S)NC(=O)c1ccc(-c2ccccc2)cc1	3	0	6	3	13	-1	4	2	-77
O=C(OCc1cc2ccccc2[nH]c1=O)c1cccnc1	6	3	3	-13	5	9	14	-3	-28
Cc1cccc(NCc2ccccc2O)n1	4	3	-12	0	-10	1	15	-2	-5
CC(=O)N1CCN(c2nc(-c3cccs3)nc3ccccc23)CC1	11	1	-9	-14	6	-2	14	0	6
Cc1c(C(=O)N2CCCc3ccccc32)sc2nc(-c3ccccc3)cn12	5	-18	3	-22	0	·	7	·	5
Cc1occc1-c1nnc(SCC(=O)NCC2CCCO2)n1C (stereo not drawn)	6	-3[fluorescence artefact?]	-4	-10	1[fluorescence artefact?]	2	6	1	-15
Cc1ccc(C)c(NC(=O)C2C3CCCC2C3c2ccccc2)c1 (stereo not drawn)	0	1[fluorescence artefact?]	3	-4	-1[fluorescence artefact?]	-3	2	5	-8
COC(=O)C(C)Nc1cccc(Br)c1 (stereo not drawn)	2	0	·	-9	2	-6	7	0	4
CC(C)NC(=O)CSc1nnc(CNC(=O)OC(C)(C)C)n1C	2	-11	3	-1	3	-2	14	0	0

Compound profiles (already shown).
`Cc1nnc(C)c2c(C)n(N)c(C)c12` reads FXIa inh 1536: 3; eIF4E 4G PPI: -5; Rad51 HR inh: ·; MDM2 E3 inh: -11; 14-3-3 Bad inh: -6; p97 inhibitor: 8; FXIIa inh: 6; Wee1 degr inh: 3; hK5 inh: 4
`CC(=O)N1CCN(c2nc(-c3cccs3)nc3ccccc23)CC1` reads FXIa inh 1536: 11; eIF4E 4G PPI: 1; Rad51 HR inh: -9; MDM2 E3 inh: -14; 14-3-3 Bad inh: 6; p97 inhibitor: -2; FXIIa inh: 14; Wee1 degr inh: 0; hK5 inh: 6

Part of the list above, reduced to eIF4E 4G PPI and Rad51 HR inh.
compound,eIF4E 4G PPI,Rad51 HR inh
O=C(OCc1cc2ccccc2[nH]c1=O)c1cccnc1,3,3
Cc1cccc(NCc2ccccc2O)n1,3,-12
CC(=O)N1CCN(c2nc(-c3cccs3)nc3ccccc23)CC1,1,-9

(continued)
SMILES	FXIa inh 1536	eIF4E 4G PPI	Rad51 HR inh	MDM2 E3 inh	14-3-3 Bad inh	p97 inhibitor	FXIIa inh	Wee1 degr inh	hK5 inh
Cc1nc(C(C)NC(=O)CCc2nnc(CCCc3ccccc3)o2)c(C)s1 (stereo not drawn)	-4	-1	6	-8	-10	-7	4	1	-1
CC12CCC(C(=O)N(CSC(=S)N/N=C\c3ccccc3O)C1=O)C2(C)C (stereo not drawn)	-2	4	9	-12	-4	0	5	-2	-64
Cc1ccc(F)cc1NCC(=O)Nc1ccc(Br)cc1	20	5	2	-17	15[fluorescence artefact?]	1	12	-1	0
O=CN1CCN(S(=O)(=O)c2ccc(Cl)c(C(=O)O)c2)CC1	-2	-3	-3	4	8	3	3	-1	0
CCN(CC)CCNC(=O)C(C(=O)c1ccccc1)n1ccccc1=O (stereo not drawn)	1	-1	-2	-9	-10	8	13	-3	-6
NC(=O)c1ccc(NC(=O)CCc2nc3ccccc3s2)cc1	9	5	-22	-13	0	-7	21	0	18
C=CCc1cccc2cc(C(=O)N3CCN(c4ccccn4)CC3)c(=O)oc12	0	1	-2	-6	-8	1	1	-1	-4
O=C(N/N=C/c1ccco1)c1csc2c1CCCC2	0	2	7	-8	-2	-2	9	9.1*	-1
CC(NC(=O)/C=C/c1ccc(Br)cc1)c1ccc(Cl)cc1 (stereo not drawn)	5	0	·	-2	4	6	8	-1	-12
O=C(Nc1ccc(F)cc1F)Nc1ccc(F)cc1F	32	1	21	-90	0	1	24	8	33
Nc1ncccc1OCc1cccc(C(F)(F)F)c1	-5	0	-23	-8	-4	3	0	-4	-14
O=[N+]([O-])c1nn(-c2ccc3c(c2)OCCO3)n(O)c1=NC1CCCCCC1	-1	-11	-1	-10	0	1	6	2	2
Cc1cccc(NC(=O)NNC(=O)c2ccc(C)c([N+](=O)[O-])c2)c1	-2	3	-54	-3	-8	5	1	1	-3
Cc1nccn1CCc1n[nH]c(=S)n1Cc1ccccc1	-12	-1	11	10	-13	3	-1	2	-32
CN1C(=S)SC(/[N+]([O-])=C\c2ccc(Cl)cc2)C1(C)C (stereo not drawn)	13	-5	-6	-1	3	-1	16	-2	2
COc1cccc(OC)c1C(=O)N1CCN(Cc2ccc3c(c2)OCO3)CC1	-1	12[fluorescence artefact?]	22	·	97*[fluorescence artefact?]	5	4	0	1
CCOC(=O)Cn1c(C)nc2c(C(=O)OCC)sc(C)c2c1=O	1	0	10	1	11	2	12	0	-9
CCOC(=O)CC1C(=O)NCCN1S(=O)(=O)c1ccc(Cl)cc1 (stereo not drawn)	-2	-1	8	7	2	3	25	-2	3
Cc1sc(NC(=O)c2ccccc2)c(C(=O)N2CCN(C)CC2)c1C	4	2	-4	4	0	1	4	0	2
Cc1cccc(CC2SC(N3CCN(c4ccccc4)CC3)=NC2=O)c1 (stereo not drawn)	0	1	·	·	0	-4	4	-1	-29
CC(=O)Nc1ccc(S(=O)(=O)Oc2ccc(N3C(=O)C4CCCCC4C3=O)cc2)cc1 (stereo not drawn)	-13	2	-3	-15	0	-1	0	1	14
O=C(NCc1ccco1)c1ccc(Cn2c(=O)c3ccccc3n(Cc3cccc(Cl)c3)c2=O)cc1	-15	-30[fluorescence artefact?]	-1	-5	2[fluorescence artefact?]	4	-24	0	-14
COc1ccc(-c2nc(CCNS(=O)(=O)c3ccc4c(c3)OCCO4)cs2)cc1	-9	-2	4	-8	55	-8	0	3	-24
O=C(NCc1ccccc1)Nc1cccn(Cc2ccccc2)c1=O	-8	1[fluorescence artefact?]	-10	-11	15[fluorescence artefact?]	-8	-2	-2	-14
O=C(COC(=O)c1cccs1)NCc1ccc2c(c1)OCO2	-2	3	-2	-4	0	-1	1	1	4
CCCCn1c(=S)[nH]c2c(oc3ccc(Cl)cc32)c1=O	6	-3	1	·	4	-1	21	3	1
CC(=O)N1c2c(ccc3ccccc23)C(C)CC12CCCCC2 (stereo not drawn)	-18	1[fluorescence artefact?]	3	2	4[fluorescence artefact?]	-3	10	0	0
Cc1ccc(OCCCC(=O)Nc2ccc(S(=O)(=O)Nc3ccccn3)cc2)cc1	-1	2	·	-1	-7	2	3	-3	0
COc1ccccc1-c1ccc(SCc2ccc(C)cc2)nn1	-2	-2	-2	-10	-18	-1	10	5	-9
COC1CCN(C(=O)CC2C(=O)NCCN2CC2CCCCC2)CC1 (stereo not drawn)	0	1	4	-4	-6	1	12	-2	·
Cc1noc(NS(=O)(=O)c2ccc(NC(=O)CSc3nnc4c(n3)[nH]c3ccccc34)cc2)c1C	3	6	4	-2	-15[fluorescence artefact?]	11	10	2	-20
c1ccc2c(c1)CCN(c1nc3ccccc3n3cnnc13)C2	0	8	-5	-5	0	-7	7	-1	-16
CSC(=O)NC12CC3CC(CC(C)(C3)C1)C2	-8	0	0	-14	-7	-10	8	0	-15
CCCCNC(=O)COC(=O)c1ccc(SC)cc1OC	-3	7	23	-2	-5	1	8	-2	-9
